Pf apPOL inh: Pf-apPOL inhibitors, biochemical, fluorescence; Recombinant Pf-apPOL, molecular beacon fluorescence, 1.5 h; AID 1794808, 2022; actives 0.25% (n = 210,000); inhibition, % at 10 µM
mHTT-CaM PPI inh: mutant huntingtin-calmodulin interaction inhibitors – biochemical, AlphaScreen, primary screen. P42858. AlphaScreen His-mHTT/GST-CaM binding, luminescence. inhibition, % at 15 µM. actives 3.6% (n = 190,000). AID 1671202, 2021;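 also: 0% = both proteins with DMSO and 100% = one protein alone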
* hit, by the source's call. Rule as the data show it: active = inhibition above about 50%; inactive = the rest.

What do the screens show for `COc1ccccc1NC(=O)N1CCCC1c1cc(C(C)C)on1` (centres undefined)?
Pf apPOL inh: -5; mHTT-CaM PPI inh: 3

What do the screens show for `Cc1ccc(Cn2cc(CN3CC(N4CCN(C5CCN(C)CC5)CC4)CS3(=O)=O)nn2)cc1` (centres undefined)?
Pf apPOL inh: 14; mHTT-CaM PPI inh: 4

What do the screens show for `CCN1C(=O)c2cccc3c(NC(=O)c4cccs4)ccc1c23`?
Pf apPOL inh: -2; mHTT-CaM PPI inh: 6

How did CCc1c(C)sc(NC(=O)c2ccc([N+](=O)[O-])cc2Cl)c1C(N)=O do in these assays?
Pf apPOL inh: -3; mHTT-CaM PPI inh: -9

How did CC12C=CC(C)(O1)C1C(=O)N(c3ccc4c(c3)OCO4)C(=O)C12 (centres undefined) do in these assays?
Pf apPOL inh: 0; mHTT-CaM PPI inh: 0

How did CC(C)c1c(C2CCN(C(=O)c3cc4ccccc4[nH]3)CC2)noc1N do in these assays?
Pf apPOL inh: -6; mHTT-CaM PPI inh: 41

How did Cc1[nH]nc2c1C(=O)CC(c1ccc(F)cc1)C2 (centres undefined) do in these assays?
Pf apPOL inh: 5; mHTT-CaM PPI inh: -6

Results for COc1nccnc1NC1CCN(C(=O)c2n[nH]c3c2CCCC3)CC1 ?
Pf apPOL inh: -2; mHTT-CaM PPI inh: 15

How did c1ccc(-c2cccc(-c3ccccn3)n2)nc1 do in these assays?
mHTT-CaM PPI inh: 100*

What do the screens show for `CCCN1C(=O)CN(C2CCCCC2)C(=O)C1c1ccc(OC(C)C)c(OC)c1` (centres undefined)?
Pf apPOL inh: -6; mHTT-CaM PPI inh: 14

What do the screens show for `O=C(Nc1ccccc1[N+](=O)[O-])c1ccc(S(=O)(=O)N2CCCCC2)cc1`?
Pf apPOL inh: -6; mHTT-CaM PPI inh: 4

Results for O=C(N1CCOCC1)N1CCN(c2ccc([N+](=O)[O-])cc2)CC1 ?
Pf apPOL inh: 23; mHTT-CaM PPI inh: 2

How did O=C(Nc1ccc(F)cc1)C1CCC(N2C(=O)c3ccccc3C2=O)CC1 (centres undefined) do in these assays?
Pf apPOL inh: -4; mHTT-CaM PPI inh: 1

How did Brc1ccc(CN2CCCCCC2)cc1 do in these assays?
Pf apPOL inh: -10; mHTT-CaM PPI inh: -1

Results for O=C1C2CC=C(Cl)CC2C(=O)N1CNc1ccccc1Cl (centres undefined) ?
Pf apPOL inh: -2; mHTT-CaM PPI inh: -10

Results for COc1cccc(OCc2noc(-c3ccc(Cl)cc3)n2)c1 ?
Pf apPOL inh: -1; mHTT-CaM PPI inh: -139

How did O=C(CCc1nnc(-c2ccccc2)[nH]c1=O)N1CCc2ccccc2C1 do in these assays?
Pf apPOL inh: -3; mHTT-CaM PPI inh: 11

What do the screens show for `Cc1ccccc1CS(=O)(=O)CCC(=O)NCCN1CCCCC1C` (centres undefined)?
Pf apPOL inh: -13; mHTT-CaM PPI inh: 1

What do the screens show for `CC(=O)N1CCc2sc(C(=O)NCc3ccccc3C)cc2C1`?
Pf apPOL inh: -2; mHTT-CaM PPI inh: 8

How did CCN1CCCC(NC2=CC(=O)OC23CCCCC3)C1 (centres undefined) do in these assays?
Pf apPOL inh: -2; mHTT-CaM PPI inh: -8

As a working copy, two of the compounds above.
What do the screens show for `COc1ccccc1NC(=O)N1CCCC1c1cc(C(C)C)on1` (centres undefined)?
Pf apPOL inh: -5; mHTT-CaM PPI inh: 3

What do the screens show for `Cc1ccc(Cn2cc(CN3CC(N4CCN(C5CCN(C)CC5)CC4)CS3(=O)=O)nn2)cc1` (centres undefined)?
Pf apPOL inh: 14; mHTT-CaM PPI inh: 4

The listing picks up; the 7 compounds before the break are reprinted first.
How did Brc1ccc(CN2CCCCCC2)cc1 do in these assays?
Pf apPOL inh: -10; mHTT-CaM PPI inh: -1

Results for O=C1C2CC=C(Cl)CC2C(=O)N1CNc1ccccc1Cl (centres undefined) ?
Pf apPOL inh: -2; mHTT-CaM PPI inh: -10

Results for COc1cccc(OCc2noc(-c3ccc(Cl)cc3)n2)c1 ?
Pf apPOL inh: -1; mHTT-CaM PPI inh: -139

How did O=C(CCc1nnc(-c2ccccc2)[nH]c1=O)N1CCc2ccccc2C1 do in these assays?
Pf apPOL inh: -3; mHTT-CaM PPI inh: 11

What do the screens show for `Cc1ccccc1CS(=O)(=O)CCC(=O)NCCN1CCCCC1C` (centres undefined)?
Pf apPOL inh: -13; mHTT-CaM PPI inh: 1

What do the screens show for `CC(=O)N1CCc2sc(C(=O)NCc3ccccc3C)cc2C1`?
Pf apPOL inh: -2; mHTT-CaM PPI inh: 8

How did CCN1CCCC(NC2=CC(=O)OC23CCCCC3)C1 (centres undefined) do in these assays?
Pf apPOL inh: -2; mHTT-CaM PPI inh: -8

Results for Cn1cnc(S(=O)(=O)N2CCCCC2c2nncn2CC2CC2)c1 (centres undefined) ?
Pf apPOL inh: 5; mHTT-CaM PPI inh: 3

What do the screens show for `CN(CCOc1ccccc1)S(=O)(=O)c1ccc2oc3ccccc3c2c1`?
mHTT-CaM PPI inh: -22

How did CC(C)(Oc1ccc(Cl)cc1)C(=O)N1CCN(C(=O)C2CC2c2cccs2)CC1 (centres undefined) do in these assays?
Pf apPOL inh: -6; mHTT-CaM PPI inh: 34

How did COc1cc(C2C(=O)N(C3CCCCC3)CC(=O)N2CCc2ccccc2)ccc1OC(C)C (centres undefined) do in these assays?
Pf apPOL inh: -10; mHTT-CaM PPI inh: 37

Results for O=C(Nc1cc(Cl)cc(Cl)c1)c1cc(Cl)sc1Cl ?
Pf apPOL inh: -4

How did Cc1ccc(NC(=O)C2CCN(c3cncnc3N(C)C)CC2)cc1Cl do in these assays?
Pf apPOL inh: 0; mHTT-CaM PPI inh: 12

How did COc1cccc(-c2nnc3n2N=C(c2ccc(OC)c(OC)c2)CS3)c1 do in these assays?
mHTT-CaM PPI inh: 28

How did O=C(CCn1ccc(=O)[nH]c1=O)NCc1cccc(Oc2ccc(F)cc2)c1 do in these assays?
Pf apPOL inh: -7; mHTT-CaM PPI inh: -11

How did O=[N+]([O-])c1ccc(-c2nc(NC3CCCCC3)c3ccccc3n2)cc1 do in these assays?
Pf apPOL inh: 0; mHTT-CaM PPI inh: 7

How did O=C(Cc1ccc(Cl)cc1)N1CCN(c2nnc3ccccn23)CC1 do in these assays?
Pf apPOL inh: -7; mHTT-CaM PPI inh: 14

Results for O=c1oc(-c2ccc(Cl)cc2Cl)nc2ccc([N+](=O)[O-])cc12 ?
Pf apPOL inh: 0

What do the screens show for `CC(C)C(CC(=O)O)NCc1ccc(Cl)c([N+](=O)[O-])c1` (centres undefined)?
Pf apPOL inh: 35; mHTT-CaM PPI inh: 4

What do the screens show for `Oc1ccc(-c2[nH]ncc2-c2ccccc2)c(O)c1`?
Pf apPOL inh: -11; mHTT-CaM PPI inh: 19

How did O=c1cc(CN2CCN(c3cccc(Cl)c3)CC2)occ1OCc1ccccc1 do in these assays?
Pf apPOL inh: -6; mHTT-CaM PPI inh: 8

What do the screens show for `Cc1c(Cl)cccc1S(=O)(=O)N1CCC2(CC1)OCCS2`?
Pf apPOL inh: -5; mHTT-CaM PPI inh: -13

Results for COc1ccc(CN2CCCC2c2c(C)noc2C)c(OC)c1 (centres undefined) ?
Pf apPOL inh: -8; mHTT-CaM PPI inh: -3

How did COc1cc(C=C2Oc3cc(OS(=O)(=O)c4ccc(C)cc4)ccc3C2=O)cc(OC)c1OC do in these assays?
Pf apPOL inh: 6; mHTT-CaM PPI inh: -11

What do the screens show for `CC(=O)c1ccc(NC(=O)CSCc2ccc(Br)cc2)cc1`?
Pf apPOL inh: -1; mHTT-CaM PPI inh: 1

Results for O=C1CC(C(=O)N2CCCC2)CN1Cc1cccc(Br)c1 (centres undefined) ?
Pf apPOL inh: -2; mHTT-CaM PPI inh: 2

Results for CC(C)Oc1ccc(C(O)=C2C(=O)C(=O)N(CCCN3CCOCC3)C2c2cccs2)cc1 (centres undefined) ?
Pf apPOL inh: -6; mHTT-CaM PPI inh: 2

Results for CC(=O)c1cc2c3c(c1)C1C=CCC1C(c1cccc([N+](=O)[O-])c1)N3CC1CC=CC21 (centres undefined) ?
Pf apPOL inh: -4; mHTT-CaM PPI inh: 97*

Results for O=c1c2ccccc2c(Br)cn1Nc1ccc(Br)cc1 ?
Pf apPOL inh: -8

What do the screens show for `Cc1cccc(NC(=O)Cn2nc(N3CCCCCC3)c3ccccc3c2=O)c1`?
Pf apPOL inh: 1; mHTT-CaM PPI inh: 11

How did CCc1ccc(-n2nnc(C(=O)O)c2C(F)(F)F)cc1 do in these assays?
Pf apPOL inh: 1; mHTT-CaM PPI inh: 1

How did O=C(O)CCC(=O)Nc1cc(Cl)cc(Cl)c1 do in these assays?
Pf apPOL inh: 0; mHTT-CaM PPI inh: -6

Results for COCc1nnc(NC(=O)Cc2cccs2)s1 ?
Pf apPOL inh: -4; mHTT-CaM PPI inh: 4

What do the screens show for `CCC(=O)N1CCc2sc(S(=O)(=O)Nc3ccc(Cl)cc3)cc2C1`?
Pf apPOL inh: -1; mHTT-CaM PPI inh: 7

What do the screens show for `N#CC1=C(SCc2ccccc2)NC(=O)C(C#N)C12CCCCC2` (centres undefined)?
Pf apPOL inh: -5; mHTT-CaM PPI inh: -4

What do the screens show for `CNS(=O)(=O)c1cc(-c2nn(C)c(=O)c3ccccc23)ccc1C`?
Pf apPOL inh: 0; mHTT-CaM PPI inh: -2

Results for O=C(Cc1ccccc1Cl)Nc1cnc(N2CCCCC2)nc1 ?
Pf apPOL inh: -4; mHTT-CaM PPI inh: -3

What do the screens show for `Cc1cc(Cl)ccc1NC(=O)Cn1ccc2sccc2c1=O`?
Pf apPOL inh: -2; mHTT-CaM PPI inh: -3

Results for CN1CCN(C(=O)c2cc3c(s2)CCN(C(=O)c2ccc(Cl)cc2)C3)CC1 ?
Pf apPOL inh: 0; mHTT-CaM PPI inh: 16

What do the screens show for `COc1cccc(N2C(=O)NC3CC2(C)Oc2ccc(Br)cc23)c1` (centres undefined)?
Pf apPOL inh: 8; mHTT-CaM PPI inh: 40

Results for O=C(c1cnccn1)N1CC(c2nc(-c3cccs3)no2)C1 ?
Pf apPOL inh: 2; mHTT-CaM PPI inh: 0

What do the screens show for `COc1ccc2cc(C(=O)Nc3ccc(OC)c(OC)c3)c(=Nc3ccc(C(=O)O)cc3)oc2c1`?
Pf apPOL inh: 2; mHTT-CaM PPI inh: 12

What do the screens show for `Cn1c2c(c3cc(F)ccc31)CCCC2=O`?
Pf apPOL inh: -2; mHTT-CaM PPI inh: -25

Results for O=C(NCCc1ccccn1)C1CN(C(=O)c2cccs2)CC12CCCCC2 (centres undefined) ?
Pf apPOL inh: 2; mHTT-CaM PPI inh: 7

What do the screens show for `CCNc1cc(N2CCC(CCC(=O)N3CCN(S(C)(=O)=O)CC3)CC2)ncn1`?
Pf apPOL inh: -6; mHTT-CaM PPI inh: 0

Results for OCCN1CCN(CC(O)COCC2COc3ccccc3O2)CC1 (centres undefined) ?
Pf apPOL inh: 2; mHTT-CaM PPI inh: -9

Results for CCCOc1ccccc1NC(=O)CC1Sc2ccc(C(F)(F)F)cc2NC1=O (centres undefined) ?
Pf apPOL inh: 4; mHTT-CaM PPI inh: 1

What do the screens show for `Cc1cccc(N=C(c2ccccc2)c2c(C)[nH]n(-c3ccccc3)c2=O)c1`?
Pf apPOL inh: 0; mHTT-CaM PPI inh: 28

What do the screens show for `O=C(NCc1ccc(F)cc1)c1cncc(-c2ccccc2F)c1`?
Pf apPOL inh: 9; mHTT-CaM PPI inh: -2

How did CC(=O)Nc1ccc2nc(NC(=O)c3ccc(C#N)cc3)sc2c1 do in these assays?
Pf apPOL inh: -6; mHTT-CaM PPI inh: 27

How did O=C(c1cc(F)c(F)cc1Cl)N1CCN(c2ccc([N+](=O)[O-])cc2)CC1 do in these assays?
Pf apPOL inh: -6; mHTT-CaM PPI inh: -3

How did COc1cc(NC(=O)c2cccc(C)c2)c(Cl)cc1NC(=O)c1ccc(Cl)cc1 do in these assays?
Pf apPOL inh: -9; mHTT-CaM PPI inh: -1

Results for CC1CCN(C(=O)c2n[nH]c3c2CN(C(=O)Cc2ccccc2Cl)CC3)CC1 ?
Pf apPOL inh: -3; mHTT-CaM PPI inh: 25

How did COc1cccc(C=C2Oc3c(ccc(O)c3CN3CC4CC(C3)c3cccc(=O)n3C4)C2=O)c1 (centres undefined) do in these assays?
Pf apPOL inh: -2; mHTT-CaM PPI inh: 32

How did COCCc1nc(C2CCCN(C(=O)c3cccn3C)C2)n[nH]1 (centres undefined) do in these assays?
Pf apPOL inh: 2; mHTT-CaM PPI inh: 3

How did COc1cccc(CNC(=O)c2cn(C3CCCC3)c(=O)c3c2c2ccccc2n3C)c1 do in these assays?
Pf apPOL inh: -4; mHTT-CaM PPI inh: 2

How did O=C(c1ccoc1)N1CCCC(OCc2nc(-c3ccncc3)no2)C1 (centres undefined) do in these assays?
Pf apPOL inh: -2; mHTT-CaM PPI inh: -9

How did CC1CCCN(C(=O)C2CCN(CCc3c[nH]c4ncccc34)CC2)C1 (centres undefined) do in these assays?
Pf apPOL inh: 2; mHTT-CaM PPI inh: -14

What do the screens show for `COCCNc1nc(SC)nc2c1cnn2CCNC(=O)C1CCCC1`?
Pf apPOL inh: 6; mHTT-CaM PPI inh: -10

What do the screens show for `CCN(CC)C(=O)CSc1nc2nc(C)cc(C)c2c(=O)[nH]1`?
Pf apPOL inh: 8; mHTT-CaM PPI inh: -3

How did CCCCOc1cc(OCCCC)c2c3c(c(=O)oc2c1)CCCC3 do in these assays?
Pf apPOL inh: 3; mHTT-CaM PPI inh: -10

What do the screens show for `CN1C(=O)Cc2cc(C(=O)N3CCN(c4ccc(F)cc4)CC3)ccc21`?
Pf apPOL inh: -3; mHTT-CaM PPI inh: 4

Assay outcomes (PubChem BioAssay)

Only part of the results is shown (hit frequency here may not be typical).
